SUMO Mot1 rescue: inhibitors of SUMOylation pathway: yeast Mot1-301 growth rescue | S. cerevisiae Mot1-301 growth rescue, ATP luminescence, 38.5C; percent above DMSO median, 100 means doubled | growth rescue, % at 18.8 µM | 320,000 tested, 1% active | AID 2716;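 active means every valid replicate shows activation above 250% relative to neutral control wells; inactive means the rest, any valid replicate at or below 250%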;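 further: OY570 slx delta 5 strain wells were the positive control but not used for scaling; some compounds called inactive have numbers as strong as hits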
NSD2 inh: inhibitors of human histone methyltransferase NSD2; O96028; NSD2 peptide methylation, AlphaScreen, 120 min; inhibition, % at 12.5 µM; 310,000 tested, 0.54% active; in the data active means inhibition above about 50%
dFosB activator: mouse delta FosB homodimer activation; P13346; purified delta FosB, TAMRA-CDK5 oligo fluorescence polarization; percent of positive-control signal above neutral wells; activation, % at 25 µM; 340,000 tested, 0.99% active;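 active means mean activation above about 17%, with every replicate also reaching it, limit read from the data, passing the limit was not always enough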;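 further: fluorescence polarization rise as delta FosB binds a TAMRA Cdk5 AP-1 oligo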
Cardiac RTF inh: cardiac RTF calcium desensitization. P19429+P45379. IANBD-labeled cardiac RTF, Ca2+ fluorescence. inhibition, % at 7.15 µM. 340,000 tested, 0.12% active. AID 493244;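 active means inhibition above the mean inhibition of all tested compounds plus 3 SD, cut at about 17% in these data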;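 further: assay run at fixed EC70 calcium of 1.6 mM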
C-LANA FP: KSHV C-LANA DNA binding inhibition | MBP-C-LANA/FAM-LBS DNA binding, fluorescence polarization | inhibition, % at 9 µM | 340,000 tested, 0.078% active;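 active means highest replicate inhibition at or above 60% at 9 µM, even if other replicates fall short; inactive means all replicates below 60% inhibition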;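 further: 0% = neutral control wells and 100% = 4 µM acridine orange control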
PfHsp90 set2: growth inhibition of yeast expressing Plasmodium Hsp90; S. cerevisiae expressing PfHsp90, BacTiter-Glo ATP, 48 h; yeast lacking PDR1 and PDR3 efflux regulators; inhibition, % at 9.4 µM; 310,000 tested, 0.32% active;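 active means every replicate shows inhibition above about 80%, whatever the replicate mean, limit read from the data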;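 further: 0% = DMSO neutral controls and 100% = 20 µM radicicol positive controls; yeast relying on Plasmodium falciparum Hsp90 in place of its own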
Rtt109 Vps75: blocks Candida albicans Rtt109/Vps75 acetyltransferase activity; Q5AAJ8; purified Rtt109/Vps75, ThioGlo CoA-SH fluorescence, 4 h; inhibition, % at 34.9 µM; 330,000 tested, 0.16% active; AID 540336;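 active means inhibition of at least 50% in every replicate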
Target sequence (Q5AAJ8 whole entry, looked up): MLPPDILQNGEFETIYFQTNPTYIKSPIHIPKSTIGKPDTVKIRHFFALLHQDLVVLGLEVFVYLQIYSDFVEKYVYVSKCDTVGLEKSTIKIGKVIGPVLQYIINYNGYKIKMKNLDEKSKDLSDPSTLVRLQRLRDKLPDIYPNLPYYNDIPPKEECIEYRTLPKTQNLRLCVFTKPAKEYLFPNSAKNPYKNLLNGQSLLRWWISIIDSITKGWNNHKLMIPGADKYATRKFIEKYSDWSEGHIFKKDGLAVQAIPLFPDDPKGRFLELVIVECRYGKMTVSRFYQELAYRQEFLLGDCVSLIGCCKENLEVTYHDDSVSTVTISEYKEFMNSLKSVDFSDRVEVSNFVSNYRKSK
RTF Ca sens act: increases calcium sensitivity of human cardiac regulated thin filaments | 340,000 tested, 0.24% active | activation, % at 7.2 µM | IANBD-labeled TnC RTF fluorescence at EC20 calcium; 0% EC20 calcium, 100% full calcium | AID 493008 | P19429+P45379;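 active means activation above the mean over all tested compounds plus 3 SD, cut at about 30% in these data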;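 further: rise in fluorescence read as greater calcium sensitivity of cardiac thin filaments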
Keap1-Nrf2 PPI: disrupts human Keap1 binding to Nrf2 peptide. 340,000 tested, 0.15% active. inhibition, % at 9.4 µM. Keap1 Kelch-Nrf2 peptide fluorescence polarization, 1536-well. Q14145; in the data active means inhibition above about 12%;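 further: human Keap1 Kelch domain with fluorescein labeled Nrf2 9mer peptide probe; 0% = neutral control wells and 100% = peptide positive control; higher means more block of Keap1 binding to Nrf2 peptide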
Target sequence (Q14145 whole entry, looked up, the tested form may be a part): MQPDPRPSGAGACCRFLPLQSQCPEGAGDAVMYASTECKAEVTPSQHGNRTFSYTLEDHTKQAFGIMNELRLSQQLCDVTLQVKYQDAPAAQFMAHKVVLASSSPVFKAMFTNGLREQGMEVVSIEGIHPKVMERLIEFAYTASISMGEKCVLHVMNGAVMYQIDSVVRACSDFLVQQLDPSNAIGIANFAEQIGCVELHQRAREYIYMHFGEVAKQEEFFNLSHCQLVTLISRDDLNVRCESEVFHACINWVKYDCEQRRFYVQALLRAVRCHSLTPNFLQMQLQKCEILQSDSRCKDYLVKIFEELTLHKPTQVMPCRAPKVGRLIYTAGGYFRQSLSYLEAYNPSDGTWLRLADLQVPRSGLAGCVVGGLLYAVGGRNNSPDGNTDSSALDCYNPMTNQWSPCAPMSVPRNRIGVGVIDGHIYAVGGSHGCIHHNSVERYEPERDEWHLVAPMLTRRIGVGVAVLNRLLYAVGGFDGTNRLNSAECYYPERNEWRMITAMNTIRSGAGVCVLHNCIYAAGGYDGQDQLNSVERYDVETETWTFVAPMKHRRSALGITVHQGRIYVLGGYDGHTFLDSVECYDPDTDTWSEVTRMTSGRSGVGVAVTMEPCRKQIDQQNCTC
PvdQ acylase: P. aeruginosa PvdQ acylase inhibition. 340,000 tested, 0.063% active. AID 488965. inhibition, % at 10 µM. purified PvdQ acylase, fluorescence plate reader; in the data active means inhibition above about 30%, passing the limit was not always enough;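 further: 0% = vehicle neutral wells and 100% = reference inhibitor wells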
CDK5 p35 inh: inhibitors of human CDK5/p35 kinase. Q00535+Q15078. Recombinant CDK5/p35, ADP-Glo luminescence, 60 min. inhibition, % at 10 µM. 330,000 tested, 0.01% active;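 active means highest replicate inhibition of at least 50% and at least 75% of replicates reaching 50%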;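 further: plate controls were DMSO neutral control for no effect and GW8510 at 10 µM for full effect; many of its hits are not listed in these tables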
* = called active by the depositor; nt = no result given; & = joins results of further samples. Compounds as they come; any-hit rate near 3.2%.

SMILES	SUMO Mot1 rescue	NSD2 inh	dFosB activator	Cardiac RTF inh	C-LANA FP	PfHsp90 set2	Rtt109 Vps75	RTF Ca sens act	Keap1-Nrf2 PPI	PvdQ acylase	CDK5 p35 inh
COc1ccc(-c2csc(Nc3cccc(C)n3)n2)cc1	-10	-2	-7	1	0.2	-25	-3	-3	-2	-6	-0.7
COc1cccc(C2=NOC(C(=O)N3CCN(Cc4ccccc4)CC3)C2)c1OC (centres undefined)	-4	24	1	-7	-0.8	7	14	-2	1	-12	0.9
Cc1ccnc2nc(C(=O)OCC(=O)NC3CCC(C)CC3)nn12 (centres undefined)	-11	0	1	2	0.0	5	10	0	-6	-11	0.3
Cc1ccc(NC(=S)N2CCN(S(C)(=O)=O)CC2)cc1C	-1	0	-10	2	-0.6	-32	-6	-4	-4	-13	0.9
Cc1ccc(C2/C=C\CC(NC(=O)OCC3c4ccccc4-c4ccccc43)CC(=O)N2Cc2ccccc2)cc1 (centres undefined)	nt	nt	-3	-2	-1.0	65	1	0	-4	-7	4.4
COc1ccccc1CNC(=O)COn1nnc2ccc(S(=O)(=O)N3CCOCC3)cc21	nt	-1	-2	-19	-0.6	nt	-2	-2	3	-3	1.1
CCCCN(C(=O)CSCC(=O)Nc1ccc(C)cc1)c1c(N)n(Cc2ccccc2)c(=O)[nH]c1=O	43	1	-2	-11	1.0	9	33	-12	-7	8	3.4
Cc1ccc(S(=O)(=O)N2CCN(C(C)C(=O)N3CCCc4ccccc43)CC2)cc1 (centres undefined)	60	0	-5	-3	2.2	5	3	4	1	-10	1.7
CCCOCCOC(=O)c1[nH]c2c(c1C)C(=O)CC(c1cc(OC)ccc1OC)C2 (centres undefined)	10	nt	-7	-3	0.5	-8	2	1	-4	-6	0.7
O=C(c1ccco1)N1CCN(c2ccc(F)cc2)CC1	11	2	-6	-9	0.8	1	-3	0	-2	-6	-1.4
COc1ccccc1-c1nnc2sc(-c3cnccn3)nn12	23	2	-2	5	2.7	-26	-6	0	-1	-1	-1.0
CN1CC(=O)N=C1N	6&5	nt	3&9	-4&-4	-2.1&1.2	5&-5	7&2	-2&-5	-2&-5	-5&-14	-1.5&-2.7
COc1cc(C(=O)N2CCC(O)(c3ccccc3)CC2)cc(OC)c1OC	8	-3	9	-3	1.2	nt	-1	9	0	-18	0.0
Cn1c(-c2ccc(F)cc2)cnc1NCc1cccc(F)c1	-1	-2	-4	-11	0.1	-9	nt	0	-6	-25	1.0
O=C(Nc1ccc2c(c1)OCO2)N1CCN(C(=O)C2CCCO2)CC1 (centres undefined)	0	-2	-1	-11	0.4	nt	-3	-1	-1	6	0.0
COc1ccc(C(=O)N/N=C(\C)c2ccc(NC(=O)Cc3ccccc3)cc2)c(OC)c1	-7	-2	-2	-17	-1.2	-19	-9	0	-7	-27	0.2
CCCc1cc(=O)n2nc(N3CCC(C(=O)N4CCN(c5ccc(OC)cc5)CC4)CC3)sc2n1	-2	-1	-9	3	-0.2	7	-3	0	0	-8	-1.3
O=C(OCc1nc2ccsc2c(=O)[nH]1)c1ccc(Cl)s1	-1	0	-7	-2	-0.8	-38	-9	-2	-3	-9	0.4
O=[N+]([O-])c1ccc(N2CCN(c3ccc(O)cc3)CC2)c(Cl)c1	151	3	-10	-7	-0.5	0	11	10	-2	-9	1.0
Cc1cccc(N2CCN(C(=O)Cc3cn(C)c4ccccc34)CC2)c1C	-8	-6	-17	-11	1.4	57	5	-3	-3	-14	-0.2
CCOc1ccc(-c2nnc(SCC(=O)Nc3cc(C)on3)o2)cc1	13	-1	-4	-3	1.4	0	0	0	5	-12	0.1
CCOc1ccc(C(=S)N2CCOCC2)cc1OCC	77	-2	-3	-1	2.2	4	-7	-4	3	-12	-1.9
O=c1c2c(n3cnnc3n1-c1ccccc1)-c1ccccc1CC21CCCCC1	-17	-1	-11	-4	-1.2	6	19	7	-5	-13	1.5
Cc1ccc(N2CCN(C(=O)c3ccccc3)CC2)c(C)c1	-22	0	-9	-8	0.4	-68	-12	0	-1	-8	0.0
Cc1ccc(-c2noc(CCCC(=O)N3CCOCC3)n2)cc1	1	-2	3	-7	-1.1	nt	1	2	-1	-17	-2.2

Of the compounds above, these contain four or more nitrogen atoms:
SMILES	SUMO Mot1 rescue	NSD2 inh	dFosB activator	Cardiac RTF inh	C-LANA FP	PfHsp90 set2	Rtt109 Vps75	RTF Ca sens act	Keap1-Nrf2 PPI	PvdQ acylase	CDK5 p35 inh
Cc1ccnc2nc(C(=O)OCC(=O)NC3CCC(C)CC3)nn12 (centres undefined)	-11	0	1	2	0.0	5	10	0	-6	-11	0.3
COc1ccccc1CNC(=O)COn1nnc2ccc(S(=O)(=O)N3CCOCC3)cc21	nt	-1	-2	-19	-0.6	nt	-2	-2	3	-3	1.1
CCCCN(C(=O)CSCC(=O)Nc1ccc(C)cc1)c1c(N)n(Cc2ccccc2)c(=O)[nH]c1=O	43	1	-2	-11	1.0	9	33	-12	-7	8	3.4
COc1ccccc1-c1nnc2sc(-c3cnccn3)nn12	23	2	-2	5	2.7	-26	-6	0	-1	-1	-1.0
CCCc1cc(=O)n2nc(N3CCC(C(=O)N4CCN(c5ccc(OC)cc5)CC4)CC3)sc2n1	-2	-1	-9	3	-0.2	7	-3	0	0	-8	-1.3
CCOc1ccc(-c2nnc(SCC(=O)Nc3cc(C)on3)o2)cc1	13	-1	-4	-3	1.4	0	0	0	5	-12	0.1
O=c1c2c(n3cnnc3n1-c1ccccc1)-c1ccccc1CC21CCCCC1	-17	-1	-11	-4	-1.2	6	19	7	-5	-13	1.5

Further results:
SMILES	SUMO Mot1 rescue	NSD2 inh	dFosB activator	Cardiac RTF inh	C-LANA FP	PfHsp90 set2	Rtt109 Vps75	RTF Ca sens act	Keap1-Nrf2 PPI	PvdQ acylase	CDK5 p35 inh
COc1ccccc1NC(=O)c1cc2c(CO)cnc(C)c2oc1=Nc1ccccc1	-35	5	11	1	-2.0	nt	6	-4	2	2	1.2
CC(C)OC(=O)Nc1ccc2c(c1)N(C(=O)CCN1CCOCC1)c1ccccc1CC2	5	2	-11	-6	-1.6	nt	4	4	1	-9	1.2
CC(Oc1cc(-c2ccccc2)cc2ccccc12)C(=O)N1CCOCC1 (centres undefined)	-13	0	-7	7	0.0	nt	-6	4	-3	-9	1.1
CCCCN(CC)CCNC(=O)c1cc2c(-c3ccc(Cl)cc3)nn(C)c2s1	-6	11	-37	-8	-7.9	-18	2	1	-4	-8	6.3
CCOC(=O)C1CCN(C(=O)COc2ccc(Br)cc2)CC1	-9	-3	4	-7	0.2	18	-1	2	-1	-16	-1.2
Cc1noc(C)c1NC(=O)N(C)C[C@H]1Oc2ccc(NC(=O)Nc3ccc(C(F)(F)F)cc3)cc2C(=O)N([C@H](C)CO)C[C@@H]1C	-5	nt	-11	3	-0.4	-17	17	1	-4	-14	-1.8
N#C/C(=C/c1ccccc1[N+](=O)[O-])c1nc(C2CC2)cs1	21	4	-8	-9	0.6	-26	20	5	-2	10	0.4
CCN(CC)C(=O)c1c(NC(=O)c2ccccc2)sc(C)c1C	11	2	-2	-12	0.3	24	20	1	-1	6	-0.3
O=C(CSCc1ccccc1)N1CCN(c2cccc(C(F)(F)F)c2)CC1	-15	-1	-16	-4	-1.4	-15	14	1	-5	-22	1.6
O=C(NCc1ccco1)C1CCCN(S(=O)(=O)c2ccccc2)C1 (centres undefined)	-13	1	1	-7	0.0	-20	2	-1	-4	-14	0.6
COc1ccc(NC(=O)/C(C#N)=C\c2cc(C)n(-c3ccc4c(c3)OCO4)c2C)cc1	-10	5	-12	7	0.2	-24	1	2	-5	-4	-0.2
COc1cc(C(=O)N/N=C\c2ccccc2)c([N+](=O)[O-])c(OC)c1OC	-7	0	1	-28	0.5	nt	-9	7	-3	0	0.4
CCC(=O)Nc1nc2nc(C)cc(=O)n2[nH]1	4	0	1	-5	-0.3	-17	12	0	-3	4	0.4
CC(C)(C)c1ccc(Oc2ccc(NC(=O)c3cccs3)cn2)cc1	-6	-2	2	-4	-0.2	-7	-5	2	-7	1	-0.6
COc1ccc(NC(=O)C2CCN(c3cc(-c4ccccc4)nc4ncnn34)CC2)cc1OC	5	2	-11	-11	0.5	12	14	0	3	-3	-1.2
COc1ccc(NC(=O)COC(=O)[C@@H]2CCCN2S(=O)(=O)c2ccccc2F)c(OC)c1	-5	11	-7	2	1.5	14	10	6	-2	-6	-1.8
O=C(CSc1ccc(-c2ccco2)nn1)NCc1ccc2c(c1)OCO2	6	2	-5	7	2.2	nt	0	0	-2	0	0.1
COc1ccc(C(=O)NCc2nnc(SCC(=O)c3ccccc3)n2C)cc1	11	2	-1	-5	-1.7	nt	-12	-1	-3	-11	0.5
O=c1c(-c2ccc3c(c2)OCCO3)coc2cc(O)cc(O)c12	-24	2	-1	-4	-0.2	18	-10	-5	1	-18	-1.8
Cc1ccc(S(=O)(=O)N2CCC(=O)N(C(CO)C(C)C)CC2)cc1 (centres undefined)	-13	nt	-2	-7	-0.1	16	2	-11	-7	8	0.1
CC1Oc2ccccc2N(Cc2ccc(F)cc2)C1=O (centres undefined)	0	0	3	-3	0.3	1	7	-9	2	1	-1.4
Cc1ccc(CN2CCN(Cc3cccn3-c3ccccn3)CC2CCO)cc1 (centres undefined)	-5	-4	-8	-2	0.4	8	-1	0	4	-10	-0.1
CC(C)CN(C(=O)COC(=O)/C=C/c1ccccc1)C1CCS(=O)(=O)C1 (centres undefined)	7	2	-7	-13	-0.8	-15	-4	0	5	0	0.7
Cc1ccccc1-n1ncc2c(SCC(=O)N3c4ccccc4CC3C)ncnc21 (centres undefined)	0	nt	1	-10	-1.5	-19	6	-2	-4	9	-4.8
CC1=C(N2CCN(c3ncccn3)CC2)CCC1=O	1	nt	3	-7	1.9	-27	9	1	-3	-5	0.1
O=C(CN1CCC(C(=O)c2ccc(Cl)cc2)CC1)NC1CCCC1	-6	-1	2	15	0.3	0	8	-2	-2	2	-0.7

An excerpt of these results, with two lines to a compound.
The line under a structure holds: SUMO Mot1 rescue | NSD2 inh | dFosB activator | Cardiac RTF inh | C-LANA FP | PfHsp90 set2 | Rtt109 Vps75 | RTF Ca sens act | Keap1-Nrf2 PPI | PvdQ acylase | CDK5 p35 inh
Cc1ccc(-c2noc(CCCC(=O)N3CCOCC3)n2)cc1
 : 1 | -2 | 3 | -7 | -1.1 | nt | 1 | 2 | -1 | -17 | -2.2
COc1ccc(C(=O)N/N=C(\C)c2ccc(NC(=O)Cc3ccccc3)cc2)c(OC)c1
 : -7 | -2 | -2 | -17 | -1.2 | -19 | -9 | 0 | -7 | -27 | 0.2

From PubChem BioAssay
